HTT cytoprotect = qHTS Multiplex Assay to Identify Dual Action Probes in a Cell Model of Huntington: Cytoprotection (ATP); PC12 HTT-Q103 induced, cytoprotection, ATP luminescence, 40 h; Potency, µM (series often up to 56.4 µM), without a hit: cytoprotection (ATP increase), actives largely listed as activators; 230,000 compounds, 0.14% hits; AID 1471, 2008;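 further: % of control where 0% means no effect; nearly all actives have a fitted effect of over 45% in size; toxic huntingtin expression switched on by the ecdysone agonist tebufenozide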
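ATP quantification (ATPlite) reports survival of PC12 cells in which tebufenozide, 100 nM final, switches on Htt exon 1 with 103 glutamines linked to GFP; compounds are titrated.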
GAA inh = qHTS Assay for Inhibitors of Human alpha-Glucosidase as a Potential Chaperone Treatment of Pompe Disease | 200,000 compounds, 0.005% hits | Lysosomal alpha-glucosidase (Homo sapiens), P10253 | purified human GAA, 4-MU-alpha-glucoside fluorescence | AID 1466, 2008 | Potency, µM (highest dose often 76.9 µM), for the others: at the highest dose activity change, negative = inhibition, usual class: inhibitors;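 further: plate controls were uninhibited enzyme wells for no effect and no-enzyme background for full effect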
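Enzyme (4 nM final) mixed with compound (up to 77 uM), then 4-MU-alpha-D-pyranoside (400 uM final) added; 20 min at room temperature, pH 5.0. Reaction stopped at pH 10, fluorescence read, AC50 derived by Hill fit.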
HttQ103 aggreg = qHTS Multiplex Assay to Identify Dual Action Probes in a Cell Model of Huntington: Aggregate Formation (GFP). PC12 HttQ103-GFP aggregates, Acumen cytometry, 40 h. Potency, µM (highest dose often 46.1 µM), without a hit: at the highest dose activity change, negative = inhibition, most hits filed as inhibitors. 220,000 compounds, 1.1% hits. AID 1688, 2009; further: on the % scale 0 is the no-effect control and ±100 the full control effect; nearly all actives have a fitted effect of over 60% in size
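Aggregates are detected as GFP objects 1–25 µm with signal 6 STDEV over background in lysates of induced PC12 cells. These carry Huntingtin exon 1 with 103 glutamines fused to GFP under an ecdysone promoter; compounds titrated.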
GoLoco inh red = qHTS Assay for Inhibitors of RGS12 GoLoco Motif Activity (Red Fluorophore); Guanine nucleotide-binding protein G(i) subunit alpha-1 (Homo sapiens), P63096; Gai1:RGS12 GoLoco peptide FP, rhodamine, 10 min; Potency, µM (series often up to 61.6 µM), without a hit: top-dose activity, negative = inhibition, actives largely listed as inhibitors; 230,000 compounds, 0.44% hits; AID 880, 2007; active means well fitted inhibition curve with a large enough effect, not every such curve was filed as active; inactive means no such curve, though single readings can be large or run the other way; further: on the % scale 0 is the no-effect control and ±100 the full control effect; nearly all actives have a fitted effect of over 30% in size; many of its hits are not listed in these tables
Target sequence (P63096 whole entry, looked up): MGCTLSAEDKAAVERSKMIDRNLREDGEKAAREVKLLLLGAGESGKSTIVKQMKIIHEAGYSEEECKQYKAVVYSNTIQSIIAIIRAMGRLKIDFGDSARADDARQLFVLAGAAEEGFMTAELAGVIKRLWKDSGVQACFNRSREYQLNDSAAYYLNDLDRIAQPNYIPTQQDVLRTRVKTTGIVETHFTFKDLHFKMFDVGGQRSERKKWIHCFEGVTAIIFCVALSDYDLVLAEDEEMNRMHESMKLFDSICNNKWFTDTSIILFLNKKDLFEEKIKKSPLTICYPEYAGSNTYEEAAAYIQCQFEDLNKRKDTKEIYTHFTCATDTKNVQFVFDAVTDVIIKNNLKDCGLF
GAA glycogen = qHTS Assay for Inhibitors and Activators of Human alpha-Glucosidase Cleavage of Glycogen. recombinant GAA, glycogen substrate, Amplex Red glucose oxidase fluorescence. Potency, µM (titrated, usually from 76.4 µM), for inactives: at the highest dose activity change, negative = inhibition, usual class: inhibitors. 300,000 compounds, 0.38% hits;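 further: 0% = full enzyme reaction and -100% = no-enzyme basal signal; the screen sought inhibitors and activators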
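Natural-substrate format: glycogen cleavage by 4 nM human enzyme, glucose read by Amplex Red coupling (Ex 573, Em 610 nm). Normalized to enzyme and no-enzyme controls.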
IMPase Li inh = qHTS Assay for Identifying the Cell-Membrane Permeable IMPase Inhibitors: Potentiation with Lithium. Potency, µM (titrated, usually from 59.4 µM), for inactives: top-dose activity, negative = IMPase inhibition, usual class: inhibitors. 210,000 compounds, 0.35% hits. CHO-M1 cells, IP1 TR-FRET (IP-One), carbachol + lithium;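 further: IP1 builds up when IMPase is blocked and the TR-FRET signal falls; plate controls were basal vehicle for no effect and high inhibitor control for full effect; nearly all actives have a fitted effect of over 50% in size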
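CHO cells stably expressing M1 receptor (2000/well) were cultured 16–30 h, then exposed to compounds with a small lithium addition for 30 min at 37C. IP1 was measured by TR-FRET competition; AC50 from Hill fits.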
aGlu spleen mod = qHTS Assay for Inhibitors and Activators of Human alpha-Glucosidase From Spleen Homogenate | human spleen homogenate, 4-MU-alpha-glucoside fluorescence | Potency, µM (doses to about 79.9 µM), for inactives: at the top dose activity change, negative = inhibition, hits mostly inhibitors | 240,000 compounds, 0.006% hits;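 further: 0% = enzyme with vehicle and -100% = no enzyme basal signal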
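Enzyme source: human spleen homogenate, 1 ug/well. Buffer 50 mM citric acid/K phosphate pH 5.0, 0.01% Tween-20. 4-MU-alpha-glucoside 1 mM; 37 C x 40 min; NaOH/glycine stop; fluorescence.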
* marks the source's active call; other numbers are inactive results; ? = inconclusive; nt = not tested or not shown; [ ] = remark or other dose. Unless noted, the call rests on the fitted dose curve; in most records, active means well fitted curve in the direction sought with a large enough effect; inconclusive means small, poorly fitted or top-dose-only effect, or another doubt; inactive means no such curve, though single readings can be large; an effect the other way counts as inactive or inconclusive. Potency means the concentration at half of the fitted maximal effect. An excerpt, so the mix of outcomes need not match the whole.

SMILES	HTT cytoprotect	GAA inh	HttQ103 aggreg	GoLoco inh red	GAA glycogen	IMPase Li inh	aGlu spleen mod
CCc1nc2cc(C)nn2c2nc3ccccc3n12	-1%	-6%	-16%	2%	-8%	-7%[38.3 µM]	-4%
CC/S(CC1CC1(Cl)Cl)=N\S(=O)(=O)c1ccc(C)cc1 (configuration not stated)	8%	0%	5%	3%	-6%	23%[38.3 µM]	-4%
CS(=O)(=O)c1ccc2nc(NC(=O)CS(=O)(=O)Cc3ccccc3)sc2c1	nt	-3%	33%	26%	14%	-10%	4%
Cc1cccc(CSCc2ccc(C(=O)NC3CCCC3)o2)c1	-10%	-5%	-17%	2%	1%	14%	1%
CSCC[C@H](NC(=O)OC(C)(C)C)c1nnc(SCc2ccccc2)o1	-2%[0.074 µM]	-12%	-30%	-1%	-6%	1%[38.3 µM]	-8%
CCOc1cc(/C=C2/NC(=O)NC2=O)cc(Br)c1OCc1ccc(C(=O)O)cc1	3%	?	24%	-34%	3%	-2%	3%
CN(C)/C=N/NC(=O)c1ccccc1	4%[10 µM]	0%	-1%	1%	-11%	-9%	-6%
CCN1C(=O)CS/C1=C(\C#N)S(=O)(=O)c1ccccc1	-10%	-12%	12%	154%[activator]	-13%	2%[38.3 µM]	4%
S=c1[nH]nc(CCc2nc3ccccc3[nH]2)n1-c1cccc(Cl)c1	0%[10 µM]	5%	11%[9.22 µM]	6%	-3%	2%	0%
Cc1cc(C)cc(NC(=S)N2CCN(CCO)CC2)c1	-14%[10 µM]	0%	6%	6%	-1%	-1%	-2%
O=C(CCCOc1ccc(Cl)cc1Cl)NCCCO	24%	-10%	-3%	13%	-1%	24%[38.3 µM]	-4%
Cc1cccc(C)c1NS(=O)(=O)c1ccc(F)cc1	-5%[10 µM]	6%	12%	2%	-1%	0%[38.3 µM]	2%
COC(=O)c1sc(=S)sc1C(=O)OC	7%[10 µM]	0%	19%	3%	5%	-1%[38.3 µM]	-2%
Cn1c(SCC(=O)Nc2ccc(Br)cc2)nc(O)cc1=O	6%[10 µM]	nt	-12%[9.22 µM]	17%	-8%	nt	1%
O=C(NCc1ccncc1)C(=O)Nc1nc(C23CC4CC(CC(C4)C2)C3)cs1	-4%[10 µM]	-11%	?	0%	10%	16%	10%
CCc1oc2ccccc2c1C(=O)c1cc(I)c(O)c(I)c1	28%	nt	12%	-2%	nt	nt	nt
COc1ccc(OC)c(/C=N\NC(=O)CSc2nnc(CCCc3ccc(OC)c(C)c3)o2)c1	-19%	-2%	15%	-4%	-6%	-1%[38.3 µM]	0%
CC(C)(C)c1ccc(C(=O)NNC(=O)Cc2cccc3ccccc23)cc1	-19%	-9%	26%[9.22 µM]	19%	-2%	-6%[38.3 µM]	2%
CC(=O)N1CCN(c2nnnn2-c2ccccc2)CC1	-1%	3%	-7%	3%	5%	17%[38.3 µM]	-1%
Cc1ccsc1/C=N/Nc1nc(Cl)c(Cl)cc1Cl	-32%	-4%	6%	3%	-20%	-8%[38.3 µM]	1%
Cc1nn(CC(=O)Nc2ccc3c(c2)nc2n3CCOC2)c(=O)c2ccccc12	-7%	2%	20%	20%	-8%	22%[38.3 µM]	-5%
CCOC(=O)C(CC(=O)O)NCc1ccco1 (configuration not stated)	13%[10 µM]	nt	7%[9.22 µM]	-1%	-8%	nt	-1%
CCC(Sc1nc2ccccc2o1)C(=O)O (configuration not stated)	-17%	-3%	2%	9%	6%	-10%	-5%
CCn1cc(CNC(=O)c2ccc(Cl)c([N+](=O)[O-])c2)c(C)n1	-16%[10 µM]	3%	-16%	8%	-3%	5%	2%
Cc1coc(C)c1C(=O)CC1(O)C(=O)N(C)c2ccc(Cl)cc21 (configuration not stated)	-32%	-11%	5%	13%	-5%	-5%	0%
Cc1ccc(-n2ccc(=O)c(C(=O)O)n2)cc1	2%	-9%	8%	-1%	6%	18%[38.3 µM]	2%
CCSc1nnc(NC(=O)[C@@H](NC(=O)c2ccc(C(C)(C)C)cc2)C(C)C)s1	-3%[10 µM]	-10%	-12%	6%	-12%	-3%	4%
COc1ccc(Cl)cc1NC(=O)CN(C)CC(=O)Nc1ccc(Br)cc1	-42%[inhibitor]	-3%	18%	47%[activator]	-8%	5%	-10%
COCC(C)NCc1cccc([N+](=O)[O-])c1 (configuration not stated)	13%	-2%	1%	-1%	-2%	-9%[38.3 µM]	-9%
Cc1nnc(SCC(=O)N/N=C/c2cn(-c3ccccc3)nc2-c2ccccc2)n1-c1ccccc1	-7%	-3%	1%	-16%	3%	19%[38.3 µM]	-2%
NC(=O)C[C@@H](N)c1nn[nH]n1	-14%[10 µM]	nt	nt	-9%[14.2 µM]	nt	-4%	nt
CC(=O)N(c1ccccc1)c1c(F)c(F)c(F)c(F)c1F	7%[1.9 µM]	-5%	10%	13%	7%	3%[38.3 µM]	-2%
Cc1ccc(S(=O)(=O)c2ccc(Cl)cc2)cc1S(=O)(=O)N(C)CC(=O)O	nt	2%	5%	0%	-1%	5%	3%
COc1cccc(C(=O)COc2cccc(NC(=O)c3cccc([N+](=O)[O-])c3)c2)c1	-7%	-3%	10%	-4%	7%	11%[38.3 µM]	-6%
COc1ccc(N(CC(=O)Nc2cccc(N(C)S(C)(=O)=O)c2)S(=O)(=O)c2ccc(F)cc2)cc1	-15%[10 µM]	nt	-9%[9.22 µM]	-2%	-5%	nt	8%
Cc1cc(C)nc(CCNC(=O)c2cc(COc3ccc(F)cc3Cl)on2)n1	11%[10 µM]	1%	6%[9.22 µM]	12%	-11%	4%	2%
COCc1cc(C)nc(OCC(=O)N/N=C/c2ccco2)c1C#N	nt	-1%	-14%	5%	6%	-3%	-9%
Cn1c(Cl)c(/C=N/OC(=O)C2CC2)c2ccccc21	-23%	1%	-6%	8%	-14%	-3%	-2%
CNc1ccnc(-c2cccc(NS(C)(=O)=O)c2)n1	-82%[inhibitor]	nt	nt	6%	nt	1%	5%
O=C(/C=C/c1cccc(Br)c1)Nc1nn[nH]n1	4%[10 µM]	nt	19%[9.22 µM]	1%	3%	nt	2%

3 compounds from above, sorted by length of the SMILES, low to high:
SMILES	HTT cytoprotect	GAA inh	HttQ103 aggreg	GoLoco inh red	GAA glycogen	IMPase Li inh	aGlu spleen mod
CCC(Sc1nc2ccccc2o1)C(=O)O (configuration not stated)	-17%	-3%	2%	9%	6%	-10%	-5%
CNc1ccnc(-c2cccc(NS(C)(=O)=O)c2)n1	-82%[inhibitor]	nt	nt	6%	nt	1%	5%
Cc1coc(C)c1C(=O)CC1(O)C(=O)N(C)c2ccc(Cl)cc21 (configuration not stated)	-32%	-11%	5%	13%	-5%	-5%	0%

Next results follow:
SMILES	HTT cytoprotect	GAA inh	HttQ103 aggreg	GoLoco inh red	GAA glycogen	IMPase Li inh	aGlu spleen mod
COc1ccc(C(O)P(=O)(OCC(C)C)OCC(C)C)c(OC)c1 (configuration not stated)	-19%[0.074 µM]	-1%	20%	9%	0%	1%	-1%
CCOC(=O)N1CCN(c2nc(C)c3c(n2)CC(C)CC3=O)CC1 (configuration not stated)	-14%	1%	-18%	0%	-2%	-12%[38.3 µM]	-4%
COC(=O)C(C)n1cnc2c(nnn2-c2cccc(Cl)c2)c1=O (configuration not stated)	-4%	-3%	-9%	-10%	nt	-5%[38.3 µM]	5%
CCN(CC)c1ccc(CN2CCCCCC2)cc1	-7%	9%	-1%	-14%	4%	11%[38.3 µM]	-2%
CCOC(=O)c1sc(NC(=O)Nc2ccc(Cl)cc2)nc1C	-36%	?	?	-18%	11%	3%[38.3 µM]	-18%
C=CCn1c(SCC(=O)c2ccc(CNC(C)=O)o2)nc2scc(C3CC3)c2c1=O	-18%	-1%	-12%	50%[activator]	3%	21%[38.3 µM]	-1%
CC(=O)c1sc(NC(=O)c2ccccc2F)nc1C	-17%[10 µM]	-2%	?	-2%	0%	-2%[38.3 µM]	-11%
COc1cccc(N2CC(O)=C(c3ccccc3)C2=N)c1	-35%	-5%	9%	nt	1%	nt	2%
CC(CNc1ccc([N+](=O)[O-])c2cccnc12)Nc1c([N+](=O)[O-])cc(C(F)(F)F)cc1[N+](=O)[O-] (configuration not stated)	nt	?	0%	0%	1%	3%	-5%
CCN1C(=O)/C(=C/N2CC(C)CC(C)C2)SC1=S (configuration not stated)	-24%	3%	5%[9.22 µM]	-6%	-3%	5%[38.3 µM]	6%
COCCCNC(=O)CNC(=S)N(Cc1ccccc1)Cc1cccnc1	-7%	5%	-11%	-2%	-7%	0%	-1%
Nc1nc2nonc2nc1N1CCCCC1	-2%	-2%	-11%	2%	-1%	16%[38.3 µM]	-6%
COc1ccc(NC(=O)COc2ccc(-c3nn(C)c(=O)c4ccccc34)cc2)cc1	-11%[10 µM]	2%	-12%[9.22 µM]	2%	18%	9%	-1%
COCCn1c(-c2ccccc2)cnc1SCC(=O)Nc1cccc2ccccc12	23%[10 µM]	-5%	1%	24%	13%	14%	-5%
COc1ccccc1NC(=O)CCNC(=O)Cn1ccc2ccccc2c1=O	-10%	-4%	9%	1%	2%	-5%[38.3 µM]	-5%
Cc1ccc(C)c2nc(Cl)c(C#N)cc12	-14%[10 µM]	12%	-4%[9.22 µM]	24%	6%	?	2%
COc1c2c(nc3occc13)C(CC=C(C)C)(OC)C(O)CC2 (configuration not stated)	24%[10 µM]	-3%[15.4 µM]	4%	10%	4%	-6%	-21%
NC(=O)c1ccc(NC(=O)COC(=O)CCc2ccc(S(=O)(=O)N3CCCCC3)cc2)cc1	-15%	-4%	3%	1%	-1%	-13%	-4%
CCC(=O)Nc1ccc(C(=O)CSc2nnc(CNc3ccc(Cl)cc3)o2)cc1OC	9%[10 µM]	-2%	?	4%	11%	10%[38.3 µM]	-16%
NC(=O)CSc1nnc(-c2cccc(S(=O)(=O)N3CCCCC3)c2)o1	19%[10 µM]	nt	16%[9.22 µM]	7%	5%	nt	2%
C[N+](C)(C)CCOP(=O)(O)OP(=O)([O-])OC[C@H]1O[C@@H](n2ccc(N)nc2=O)[C@H](O)[C@@H]1O	nt	-2%[15.4 µM]	15%	25%	-4%	8%	-1%
